Screens: PubChem, National Center for Advancing Translational Sciences (NCATS)
HT1080-NT tox: kills 2HG-producing HT-1080-NT fibrosarcoma cells. HT-1080-NT fibrosarcoma viability, CellTiter-Glo ATP luminescence, 48 h. Potency, µM (doses to about 46.1 µM), for inactives: top-dose activity, negative = less viability, hits mostly cytotoxic. actives 1.6% (n = 360,000);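 note: NT is the 2HG producing partner of a matched IDH1 knockdown line; potency is the fitted concentration of half-maximal effect; 0% = DMSO-treated cells and -100% = media-only wells without cells; nearly all actives have a fitted effect of over 55% in size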
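HT-1080-NT; 750 cells/well; 5% FBS RPMI; 48 h compound, 37 degrees C; CellTiter-Glo luminescence; curve fitting and curve-class assignment.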
MCF10A rereplic: DNA re-replication induction in MCF 10a cells. MCF 10A DNA re-replication, Hoechst nuclear intensity, 48 h. Potency, µM (doses to about 46.1 µM), for the others: at the top dose activity, positive = re-replication, actives largely listed as activators. actives 2.9% (n = 350,000). AID 624296; note: potency is the fitted concentration of half-maximal effect; % of control where 0% means no effect; nearly all actives have a fitted effect of over 50% in size
GLP1R cytotox: cytotoxic in the GLP-1 receptor inverse agonist counter-screen | HEK293 cAMP-luciferase reporter cells, luminescence, 24 h | Potency, µM (top dose mostly 38.3 µM), for inactives: at the highest dose activity change, negative = inhibition, usual class: inhibitors | actives 0.13% (n = 410,000) | AID 624418;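 note: loss of luciferase light is scored as toxicity; potency is the fitted concentration of half-maximal effect; % is set by controls: 0 for no effect and ±100 for the full control effect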
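Here, cytotoxicity is scored as loss of luminescence. The MLSMR collection was tested on cells seeded in medium containing 10% Nu serum, with a 24 hr compound exposure preceded by 12 hours of culture.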
KB-3-1 tox: kills parental KB-3-1 adenocarcinoma cells; KB-3-1 viability, CellTiter-Glo ATP luminescence, 72 h; Potency, µM (highest dose often 46.1 µM), inactives show at the highest dose activity change, negative = cytotoxic, actives largely listed as cytotoxic; AID 1347075; actives 1.4% (n = 400,000); note: potency is the fitted concentration of half-maximal effect; % is set by controls: 0 for no effect and ±100 for the full control effect; nearly all actives have a fitted effect of over 60% in size
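Luminescent ATP read-out (CellTiter-Glo) measures survival of drug-naive KB-3-1 cells after 72 h compound exposure at 37 °C. Titration series was screened from lowest to highest concentration, with DMSO vehicle plates as background controls.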
SW480 rerep: DNA re-replication induction in SW480 cells. SW480 DNA re-replication, Hoechst DNA content imaging, 48 h. Potency, µM (highest dose often 46.1 µM), for inactives: at the highest dose re-replication activation, usual class: activators. AID 624297. actives 1.8% (n = 340,000); note: potency is the fitted concentration of half-maximal effect; % of control where 0% means no effect; nearly all actives have a fitted effect of over 55% in size
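DNA re-replication was detected as more nuclei of elevated Hoechst intensity after 48 hr exposure to compound (23 nL pinned per well of 250 cells).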
KB-V1 MDR tox: KB-V1 MDR subline cytotoxicity; Potency, µM (doses to about 46.1 µM), without a hit: at the highest dose activity change, negative = cytotoxicity, hits mostly cytotoxic; KB-V1 MDR cells viability, CellTiter-Glo, 72 h; actives 3.4% (n = 400,000); note: potency is the fitted concentration of half-maximal effect; % is set by controls: 0 for no effect and ±100 for the full control effect; nearly all actives have a fitted effect of over 60% in size
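Cells of the MDR subline KB-V1 are plated, dosed with compound at multiple concentrations, and incubated 72 h at 37 degrees C; CellTiter-Glo is then added and luminescence read after 10 min.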
HT1080 IDH1KD tx: HT-1080 IDH1 knockdown cell toxicity (counter line) | HT-1080 IDH1 knockdown viability, ATP luminescence, 48 h | Potency, µM (top dose mostly 46.1 µM), for the others: at the top dose activity, negative = toxicity, usual class: cytotoxic | actives 2% (n = 360,000) | AID 686971;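 note: potency is the fitted concentration of half-maximal effect; 0% = DMSO wells and -100% = cell-free medium wells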
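Using the IDH1-knockdown HT-1080 line run in the same batch and compound series as the NT line, viability after 48 h at 37 °C was determined by CellTiter-Glo luminescence and expressed as % activity.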
IL1B secr inh: inflammasome signaling inhibition, IL-1 beta readout | THP-1 LPS/ATP IL-1B secretion, AlphaLISA, 16 h; hits give low values | activity change, % at 57.5 µM | actives 4.7% (n = 360,000); in the data active = activity change below about -50%; inconclusive = mostly about -30% to -49%; note: % is set by controls: 0 for no effect and ±100 for the full control effect
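Secreted IL-1B measured by AlphaLISA bead assay after 16 h compound exposure of THP-1 cells; compounds (final up to 57.5 uM) added 1 h before LPS (250 ng/mL) and ATP (1.25 mM) stimulation; lower signal means less secretion.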
D3 ag: activates the human D3 dopamine receptor; D3R DiscoveRx beta-arrestin cells, luminescence, 90 min; max activation, %; actives 0.58% (n = 410,000); AID 652048; in the data active = max activation above about 30%; note: 0% is about no effect; mostly tested at two doses, the higher about 12 µM
Target sequence (P35462 whole entry, looked up): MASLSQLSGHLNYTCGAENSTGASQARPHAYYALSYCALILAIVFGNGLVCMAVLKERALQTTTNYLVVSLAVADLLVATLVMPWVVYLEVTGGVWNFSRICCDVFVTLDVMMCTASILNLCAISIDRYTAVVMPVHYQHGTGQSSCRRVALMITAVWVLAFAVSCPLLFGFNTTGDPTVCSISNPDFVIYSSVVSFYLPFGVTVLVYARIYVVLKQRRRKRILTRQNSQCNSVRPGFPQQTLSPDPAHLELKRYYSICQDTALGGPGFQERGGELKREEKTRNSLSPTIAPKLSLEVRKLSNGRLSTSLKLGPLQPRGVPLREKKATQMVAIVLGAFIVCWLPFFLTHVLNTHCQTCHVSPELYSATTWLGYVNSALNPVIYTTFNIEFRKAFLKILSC
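Cells at 1500/well, incubated overnight, then treated with pinned compounds (dopamine as control) for 90 min at 37 degrees C. DiscoveRx reagent added for 30 - 60 minutes at room temperature; luminescence read.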
* hit, by the source's call; i = inactive; ? = inconclusive; nt = no result given; & = joins results of further samples; [ ] = remark or other dose. Unless noted, calls come from the whole dose curve; as a rule, active = well fitted curve in the direction sought with a large enough effect; inconclusive = small, poorly fitted or top-dose-only effect, or another doubt; inactive = no such curve, though single readings can be large; an effect the other way counts as inactive or inconclusive.

SMILES	HT1080-NT tox	MCF10A rereplic	GLP1R cytotox	KB-3-1 tox	SW480 rerep	KB-V1 MDR tox	HT1080 IDH1KD tx	IL1B secr inh	D3 ag
COc1ccccc1-c1noc(CCC(=O)Nc2ccc(C)cc2C)n1	nt	nt	-4.0%	0.2%	nt	11.9%	nt	nt	2.0
Cc1ccn2c(=O)cc(COc3ccc(NC(=O)C(C)(C)C)cc3)nc2c1	nt	nt	-2.1%	-4.1%	nt	7.7%	nt	nt	-1.5
CCOC(=O)N1CCC(Nc2c(NCCCOC)c(=O)c2=O)CC1	-0.2%	-2.4%	2.3%	?	-9.0%	7.7%	21.0%	26.1	16.8
CC(CC(=O)Nc1cccc(Cl)c1)c1ccccc1 (configuration not stated)	-5.0%	13.9%	-6.6%	1.3%	9.1%	-27.2%	-1.5%	-72.1*	-5.6
CCc1ccc(CN2CCC(n3nccc3NC(=O)C3CCCC3)CC2)cc1	-9.0%	-3.0%	-12.0%	-14.7%	2.6%	-21.9%	0.0%	-3.7	-31.2
CCCn1c(C(C)Nc2nc(C)cs2)nc2cc(Cl)c(Cl)cc21 (configuration not stated)	-5.4%	26.4%	3.8%	-8.9%	-0.2%	4.2%	-10.8%	-8.3	0.0
O=C(O)C(=O)Nc1ncn[nH]1	7.1%	nt	2.1%	17.5%	nt	7.1%	7.1%	19.2	7.5
COc1ccc(C#Cc2c(-c3ccccc3)n(C)c3ccccc23)cc1	?	?	9.1%	?	?	-4.5%	?	-5.2	-6.4
O=S(=O)(Nc1ncccn1)c1ccc(NC(=S)NCCc2ccccc2)cc1	-5.3%	5.5%	3.9%[7.66 µM]	6.7%	-6.4%	3.9%	-2.2%	55.0	-1.0
CCCCC[n+]1ccn(C2=C([O-])c3ccccc3C(=O)/C2=N\S(=O)(=O)c2ccc(Cl)cc2)c1	0.1%	7.6%	-3.4%	?	-1.3%	?	-0.5%	106.8	-0.2
COc1ccccc1CN1CC(C(=O)NCc2cccc(C)n2)CCC1=O (configuration not stated)	13.4%	0.9%	-7.3%	-4.2%	-10.2%	12.2%	13.7%	-1.6	-2.8
CN(C)c1ccc(C2CC(=O)NC3=C2C(=O)CC(C)(C)C3)cc1 (configuration not stated)	-3.5%	-5.9%	?	4.8%	-2.4%	-8.7%	-12.7%[9.24 µM]	-12.3	-3.0
C#CCOCCOCCOCCNc1nc(N2CCOCC2)nc(N2CCN(C(=O)Cn3cc(CCCCN)nn3)CC2)n1	17.6%	-4.1%	2.2%	1.8%	1.7%	12.7%	15.9%	16.2	0.5
CC(C)N(C(=O)c1sc2cc([N+](=O)[O-])ccc2c1Cl)C(C)C	1.6%	1.2%	-2.8%	-1.6%	0.9%	20.6µM*	-1.6%	-7.6	-4.0
OC(c1ccccc1)c1nc2ccccc2s1 (configuration not stated)	-3.6%	1.2%	51.0%[activator]	?	1.3%	19.7%	-1.7%	4.3	2.4
Cc1cccc(NC(=O)C(CCC(N)=O)NC(=O)OCc2ccccc2)c1 (configuration not stated)	-1.0%	0.3%	-1.0%	4.2%	-0.8%	-4.9%	7.1%	28.7	0.7
Cc1noc(C)c1C(=O)N1CCN(c2cccc(Cl)c2)CC1	-2.3%	?	-8.0%	-5.7%	-46.1%[inhibitor]	1.0%	4.4%	-6.7	3.1
COc1ccc(S(=O)(=O)N2CCOCC2)cc1C(=O)NCC(c1ccco1)N1CCCC1 (configuration not stated)	7.8%	-5.9%	10.6%	10.6%	2.1%	2.5%	7.7%	-21.8	-14.2
CCOC(=O)c1cnn(-c2cccc(F)c2)c1C1CCNCC1	nt	nt	-15.6%	7.0%	nt	-1.2%	nt	nt	-4.0
Cc1ccc(-c2nc3ccccc3[nH]2)cc1NC(=O)c1sc2cc(Cl)ccc2c1Cl	-6.3%	-1.8%	-14.7%	4.1%	-8.4%	8.4%	-3.5%	-0.1	2.8
O=C(Nc1ccc(F)cc1)C1CCN(S(=O)(=O)c2cccc3nonc23)CC1	-8.2%	-1.7%	-0.4%	1.2%	-40.8%[inhibitor]	3.0%	-0.7%	13.1	3.4
O=C(NCc1ccccc1F)c1ccc2ccccc2n1	0.2%	3.0%	7.6%	17.7%	-4.0%	4.5%	6.7%	-2.9	-1.3
CCCCCCCCCNC(=O)[C@H](NC(=O)COc1ccccc1)[C@@H]1NC(C(=O)OC)C(C)(C)S1 (some centres not stated)	-4.7%	6.51µM*	-6.4%	5.0%&12.7%	-34.9%[inhibitor]	9.5%&-29.7%	-7.6%	6.4	4.1
CCc1ccc(OCc2nnc(SCC(=O)NCC3CCCO3)n2C)cc1 (configuration not stated)	?	-5.5%	-11.6%	4.2%	-96.6%[inhibitor]	-5.6%	13.8%	8.1	5.3

Molecules shown so far that contain an aryl methoxy group, in the order listed:
SMILES	HT1080-NT tox	MCF10A rereplic	GLP1R cytotox	KB-3-1 tox	SW480 rerep	KB-V1 MDR tox	HT1080 IDH1KD tx	IL1B secr inh	D3 ag
COc1ccccc1-c1noc(CCC(=O)Nc2ccc(C)cc2C)n1	nt	nt	-4.0%	0.2%	nt	11.9%	nt	nt	2.0
COc1ccc(C#Cc2c(-c3ccccc3)n(C)c3ccccc23)cc1	?	?	9.1%	?	?	-4.5%	?	-5.2	-6.4
COc1ccccc1CN1CC(C(=O)NCc2cccc(C)n2)CCC1=O (configuration not stated)	13.4%	0.9%	-7.3%	-4.2%	-10.2%	12.2%	13.7%	-1.6	-2.8
COc1ccc(S(=O)(=O)N2CCOCC2)cc1C(=O)NCC(c1ccco1)N1CCCC1 (configuration not stated)	7.8%	-5.9%	10.6%	10.6%	2.1%	2.5%	7.7%	-21.8	-14.2

Next section.
SMILES	HT1080-NT tox	MCF10A rereplic	GLP1R cytotox	KB-3-1 tox	SW480 rerep	KB-V1 MDR tox	HT1080 IDH1KD tx	IL1B secr inh	D3 ag
CCN(CC)C(=O)C1=C(C)N(Cc2ccccc2)C(=O)C(CC(=O)NCc2cccs2)C1 (configuration not stated)	2.9%	nt	-3.8%	-8.5%	nt	-19.3%	5.7%	-12.1	3.8
Cc1ccc(CN(C(=O)COc2ccc(C)c(C)c2)C2CCS(=O)(=O)C2)o1 (configuration not stated)	-1.7%	-0.8%	-8.6%&-11.9%	33.9%	0.2%	22.7%	4.1%	19.1	3.5&-2.9
Cc1cc(-c2n[nH]c(=S)n2/N=C/C=C/c2ccco2)n[nH]1	1.0%	13.6%	?	-7.4%	1.3%	16.0%	13.0%	7.2	-10.9
CCOC(=O)c1ccc(NC(=O)CSc2nnc(C3CCCCC3)n2C)cc1	-7.9%	?	-5.9%	-25.6%	15.8%	0.0%	-12.3%	-5.6	-7.8
COc1ccc(CCN=CC2=C(O)CC(C)(C)CC2=O)cc1	10.5%	2.2%	0.1%	16.5%	-3.4%	0.3%	9.4%	22.8	0.3
Cc1ccc(NC(=O)Cn2cc3c(n2)CCCC3)c(C)c1	nt	nt	-9.8%	2.6%	nt	?	nt	nt	2.0
Oc1c(C=C2N=c3ccccc3=N2)sc(=S)n1-c1ccc(F)cc1	?	0.2%&-5.8%	?	3.6%&-0.6%	-0.7%	?	-2.0%&-3.9%	-3.4&-9.8	-4.7&-5.9
O=C(CCc1nc(-c2ccccc2)no1)NC1CCCCCC1	7.5%	10.5%	-0.8%	-4.7%	-5.1%	-10.9%	-0.2%	6.5	0.2
Cc1ccccc1S(=O)(=O)N1C[C@H]2CON(C)[C@H]2C[C@H]1c1cccc(N2CCOCC2)c1	-1.0%	-8.4%	1.4%	?	-3.6%	0.0%	-1.5%	-8.8	-4.4
COc1cc(C(=O)Nc2ccc(S(=O)(=O)Nc3nccc(C)n3)cc2)cc(OC)c1OC	-1.3%	?	-0.7%	-1.3%	-8.0%	-0.1%	0.4%	7.7	4.4
COc1ccc(CCn2c(=S)[nH]c3cc(C(=O)NCc4ccco4)ccc3c2=O)cc1OC	?	?	0.4%	16.4µM*	24.4%	0.4%	-29.0%	14.8	29.2
COC(=O)N1C(=O)[C@](c2ccc(Cl)cc2)(C(C)C)N1C(=O)OC	-24.3%	?	?	-20.0%	?	0.3%	-12.5%	nt	-26.2
Cc1ccc(NC(=O)C2(C)CCN2C(=O)C2(c3ccc(Cl)cc3)CC2)cc1 (configuration not stated)	-12.2%	nt	2.1%	?	nt	?	-18.9%	15.7	-10.3
CN(C)/C=C/C(=O)c1ccc2noc(-c3ccccc3)c2c1	?	20.6µM*	-7.2%	4.5%	24.8%	?	-13.8%	-52.4*	4.9
COc1ccc(NC(=O)CCCOc2ccc(Cl)c(C)c2)cc1S(=O)(=O)N1CCOCC1	-4.5%	23.6%	-21.5%	?	3.1%	-13.1%	?	-6.8	-3.1
COc1ccccc1NC(=O)CN1C(=O)COc2ccc(S(=O)(=O)N3CCC(C)CC3)cc21	-1.9%	9.2%	-3.7%	3.3%	-22.4%	-3.2%	3.6%	-5.7	20.3
Cc1cc(/C=C2\NC(=O)NC2=O)c(C)n1-c1cccnc1	15.3%	0.5%	1.7%	4.5%	-7.5%	22.0%	3.0%	11.1	-0.7
Cc1oc(-c2ccccc2F)nc1CS(=O)(=O)CC(=O)N1CCOCC1	-0.8%	-0.6%	3.7%	0.0%	2.7%	?	0.1%	-8.9	-3.7
COCCNC(=O)C(c1ccc(C)o1)N(CC1CCCO1)C(=O)Cn1nnc2ccccc21 (configuration not stated)	6.1%	0.9%	-14.4%	-3.4%	-2.0%	0.1%	1.0%	3.5	1.9
CCc1sc(/C=C(/C#N)C(N)=S)cc1[N+](=O)[O-]	-1.5%	9.9%	-22.3%	0.1%	i[1.84 µM]	12.4%	5.7%	20.5	-7.1
